Bioassay records (PubChem)
AID2073 – inhibitors of Mint1-CaV2.2 protein interaction, biochemical, HTRF (AID 2073); actives 0.19% (n = 290,000); Voltage-dependent N-type calcium channel subunit alpha-1B (Homo sapiens); HTRF protein-protein interaction, Mint1-CaV2.2; higher % means a stronger effect; inhibition, % at 20 µM, or IC50 in µM where a hit was titrated; in the data active = inhibition mostly above about 51%, no sharp cut-off; note: some results filed as inactive read as strong as hits
Dynein cargo inh – inhibitors of GR-EGFP nuclear translocation, primary screen, dynein cargo transport inhibitor project, imaging, high-content, 3617.4 mouse cells | z-score, hits read low | actives 0.47% (n = 220,000) | test concentration mostly 20 µM; stimulated with dexamethasone, 1 µM; hits give low values;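 active = plate z-score of nuclear minus cytoplasmic receptor signal below a set negative limit, without overly bright fluorescence or cell loss, cut at about -3.5 in these data, passing the limit was not always enough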;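 note: z-score of nuclear minus cytoplasmic ring GR-EGFP intensity difference per well; some compounds called inactive have numbers as strong as hits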
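Buffer or medium: tet-free, stripped-serum medium; reagent: dexamethasone at 1.0 µM final, 30 min; incubation: 48 h induction, 1 h compound, 30 min dex at 37 °C; measured by: formaldehyde fixation, Hoechst nuclear stain, 10x automated fluorescence imaging; read-out: nuclear-to-cytoplasmic GR-EGFP distribution per well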
M1AAP inhibition – P. falciparum M1AAP inhibitors, biochemical, fluorogenic H-Leu-NHMec substrate, 1536-well (AID 1445); one-dose inhibition, % at 30 µM; IC50 in µM for titrated hits; Aminopeptidase N (Plasmodium falciparum (isolate 3D7)); recombinant M1AAP, H-Leu-NHMec fluorogenic kinetic assay; higher % means a stronger effect; actives 0.42% (n = 220,000);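 active = primary inhibition above the hit cutoff, then over 50% inhibition at one or more dose response concentrations, cut at about 23% in these data, passing the limit was not always enough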;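 note: plate controls were DMSO full reaction for no effect and no enzyme background for full effect; strong numbers were not always called active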
NOD1 inhibition – NOD1 signaling inhibitors, primary screen, cell-based, luminescence, uHTS (AID 1578); inhibition, % at 4 µM, or EC50 in µM where a hit was titrated; actives 1% (n = 290,000); NOD1-driven NF-kB luciferase reporter cells, luminescence; higher % means a stronger effect; in the data active = inhibition mostly above about 36%, no sharp cut-off; inactive = mostly below about 34%;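 note: HEK-293T reporter cells stimulated with the NOD1 agonist gamma-tri-DAP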
M17LAP inhibition – P. falciparum M17LAP inhibitors, primary screen, biochemical, fluorogenic H-Leu-NHMec substrate, 1536-well (AID 1619). inhibition, % at 30 µM; hits with a dose series show IC50 in µM. Leucine aminopeptidase (Plasmodium falciparum (isolate 3D7)). recombinant M17LAP, H-Leu-NHMec fluorogenic kinetic assay; higher % means a stronger effect. actives 0.38% (n = 220,000);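 active = compound inhibiting the enzyme by more than half at any dose during confirmatory dose-response retesting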;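 note: plate controls were full reaction with DMSO carrier for no effect and no enzyme background for full effect; strong numbers were not always called active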
NOD2 inhibition – NOD2 signaling inhibitors, cell-based, luminescence, uHTS, HEK293 (AID 1566); HEK293 NOD2/NF-kB luciferase reporter, luminescence; higher % means a stronger effect; actives 0.63% (n = 290,000); inhibition, % at 4 µM, or EC50 in µM where a hit was titrated; note: many of its hits are not listed in these tables
KOR beta-arrestin-1 – KOR antagonists, beta-arrestin recruitment, cell-based, luminescence, uHTS (AID 1778) | Kappa-type opioid receptor (Homo sapiens) | actives 0.091% (n = 290,000) | inhibition, % at 10 µM, or IC50 in µM where a hit was titrated | KOR beta-arrestin recruitment, luminescence, antagonist mode; higher % means a stronger effect; note: strong numbers were not always called active
GPR55 beta-arrestin – GPR55 agonists via beta-arrestin recruitment, primary screen, imaging, U2OS cells, beta-arrestin-GFP redistribution (AID 1961); U2OS GPR55 beta-arrestin-GFP redistribution imaging; higher % means a stronger effect; activation, % at 10 µM; hits with a dose series show EC50 in µM; actives 0.048% (n = 290,000);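 active = activation above 40% with more than 50 cells counted in the well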;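 note: U2OS osteosarcoma cells stably expressing GPR55 and beta-arrestin-GFP; plate controls were DMSO negative control for no effect and LPI positive control for full effect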
KOR beta-arrestin-2 – KOR agonists, beta-arrestin recruitment, primary screen, cell-based, luminescence, uHTS (AID 1777); Kappa-type opioid receptor (Homo sapiens); KOR beta-arrestin recruitment, luminescence; higher % means a stronger effect; activation, % at 10 µM; hits with a dose series show EC50 in µM; actives 0.02% (n = 280,000); in the data active = activation above about 50%, passing the limit was not always enough; note: a part of the inactive calls stands beside numbers as strong as those of hits
Dynein cargo inh cytoplasmic EGFP – further read-out of Dynein cargo inh, marked with its call; z-score; measured here: cytoplasmic GR-EGFP intensity; hits give high values
Dynein cargo inh nuclear GR-EGFP – further read-out of Dynein cargo inh, marked with its call; z-score; measured here: nuclear GR-EGFP intensity;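 lower value marks the stronger effect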
Dynein cargo inh cell count – also measured in Dynein cargo inh; calls as there; z-score; measured here: cell count per field
Starred values were filed as active, the others as inactive; / = no result given; [ ] = dose if it differs, or a comment. Cut-off read from the data, not from the text of the source, unless noted: active = inhibition above about 50%; inactive = the rest.

SMILES	AID2073	Dynein cargo inh	Dynein cargo inh cytoplasmic EGFP	Dynein cargo inh nuclear GR-EGFP	Dynein cargo inh cell count	M1AAP inhibition	NOD1 inhibition	M17LAP inhibition	NOD2 inhibition	KOR beta-arrestin-1	GPR55 beta-arrestin	KOR beta-arrestin-2
CC(=O)Nc1ccc(S(=O)(=O)N2CCN(Cc3ccncc3)CC2)cc1	-5%	2.5	-0.063	2.1	-2.9	3%	-20%	-8%	4%	6%	-0.1%	-4.4%
COc1ccc(Cl)cc1NC(=O)C1COc2ccccc2O1 (centres undefined)	-8%	-1.2	-0.2	-0.54	1	3%	-19%	-2%	-30%	-12%	0.5%	2.0%
CCN(CC(=O)N1CCCC1)S(=O)(=O)c1ccc(F)cc1	-1%	/	/	/	/	/	-29%	/	0%	-38%[20 µM]	-0.1%	5.4%
CN1CCN(c2ccc(CNS(=O)(=O)Cc3ccc(Cl)cc3)cc2)CC1	-11%	0.38	-0.26	0.15	0.012	-3%	-13%	-8%	-44%	7%	0.1%	0.5%
Cc1ccc(S(=O)(=O)N2CCC(N3CCCCCC3)CC2)cc1	-1%	-0.97	-0.16	-0.21	0.28	4%	-31%	8%	-2%	25%	-0.1%	-2.5%
Cn1c(=O)c(-c2cc(=O)[nH][nH]2)c(O)c2ccccc21	7%	0.88	-0.3	0.99	0.28	-7%	-23%	18%	14%	11%	0.1%	-2.3%
Cc1ccc2c(c1)/C(=C/c1ccccc1C)C(=O)N2	-3%	/	/	/	/	/	-10%	/	10%	-26%	0.0%	-2.2%
CCc1c(C(=O)NNC(=S)NC2CCCCC2)csc1C	0%	-0.94	-0.32	0.28	0.43	-21%	-21%	7%	3%	1%[20 µM]	0.3%	-5.4%
O=C(NNc1nc2c(F)cc(F)cc2s1)C1COc2ccccc2O1 (centres undefined)	-12%	0.42	-0.17	-0.31	-0.58	-13%	-58%	22%	-7%	-33%	-0.6%	4.3%
COc1ccc(NC(=O)C/C(C)=N/NC(=O)C(=O)NC2CCCCC2)c(OC)c1	-10%	-0.34	-0.31	-0.11	0.5	13%	-8%	5%	-5%	12%	0.5%	2.3%
CCOc1ccc(-n2c(=O)c3sccc3n(CC(=O)NCc3ccco3)c2=O)cc1	33%	0.81	-0.1	0.6	-1.2	5%	-45%	15%	-8%	-7%	0.5%	-0.8%
Cc1cc2c(c(=O)n1CCc1ccccc1)C(c1ccco1)C(C#N)=C(N)O2 (centres undefined)	18%	-0.42	-0.28	0.099	0.13	4%	-19%	-62%	0%	10%	-0.1%	0.7%

A few values from above:
In M17LAP inhibition, CCOc1ccc(-n2c(=O)c3sccc3n(CC(=O)NCc3ccco3)c2=O)cc1 is entered as 15%
In M17LAP inhibition, Cc1cc2c(c(=O)n1CCc1ccccc1)C(c1ccco1)C(C#N)=C(N)O2 (centres undefined) is entered as -62%

Next entries follow:
SMILES	AID2073	Dynein cargo inh	Dynein cargo inh cytoplasmic EGFP	Dynein cargo inh nuclear GR-EGFP	Dynein cargo inh cell count	M1AAP inhibition	NOD1 inhibition	M17LAP inhibition	NOD2 inhibition	KOR beta-arrestin-1	GPR55 beta-arrestin	KOR beta-arrestin-2
CNC(=S)NN(c1ccccc1)c1ccccc1	33%	-0.64	-0.17	-0.95	0.25	5%	0%	-10%	10%	-10%	0.1%	1.7%
CC1CCCC(C)N1CCCNC(=O)c1csc2c1CCCCC2 (centres undefined)	5%	/	/	/	/	/	-20%	/	-8%	-52%	0.3%	8.3%
O=C(NCc1ccc2c(c1)OCO2)c1ccc2c(=O)n(C3CCCC3)c(=O)[nH]c2c1	15%	-0.19	-0.13	0.087	-0.26	14%	-34%	-5%	-5%	-28%	-0.1%	0.6%
CC1CCN(Cc2c(C(=O)N/N=C/c3ccc(C(C)C)cc3)nnn2-c2nonc2N)CC1	8%	/	/	/	/	/	-32%	/	-86%	-37%	15%	0.9%
COc1cc(O)c(C(CCN2CCOCC2)c2cc(OC)c(OC)c(OC)c2)c(OC)c1 (centres undefined)	10%	0.81	-0.77	0.39	-0.48	-1%	-4%	-19%	4%	24%	-0.1%	0.4%
COc1ccc2[nH]c(=O)c(CN(Cc3nnnn3Cc3ccco3)C3CCCCC3)cc2c1	1%	-1.5	0.66	-0.92	1.6	16%	23%	11%	6%	-21%	-0.2%	-3.2%
CC1CC(C)CN(CC(=O)c2cccs2)C1 (centres undefined)	-4%	0.33	-0.18	0.38	-1.6	-2%	-35%	-2%	4%	-7%	0.0%	-0.4%
O=C(Cn1nc(-c2ccc(Cl)cc2)ccc1=O)NCC1COCCO1 (centres undefined)	16%	/	/	/	/	/	9%	/	10%	5%	0.5%	-2.0%
Nn1c(Cc2cccc3ccccc23)nnc1SCCOc1ccc(Br)cc1	9%	-0.13	-0.29	-0.19	0.28	1%	10%	13%	4%	8%	0.0%	6.3%
O=C(Nc1ccc2c(c1)Cc1ccccc1-2)c1ccc(Br)o1	21%	-0.13	-0.19	0.3	0.27	9%	-45%	0%	-48%	-15%	-0.4%	-1.2%
CC(C)CCC(C)NC(=O)c1ccc2nccnc2c1 (centres undefined)	3%	2	-0.13	1.2	-1.6	7%	6%	14%	-44%	-5%	-0.4%	1.4%
COC(=O)c1ccc(OC(=O)c2cnccn2)cc1	-6%	/	/	/	/	/	-15%	/	-5%	-16%	-0.2%	1.3%
CCCCCCOc1ccc(C(=O)O)cc1	-3%	-0.14	-0.27	-0.18	0.36	3%	-2%	7%	-26%	5%	-0.1%	2.6%
CCOc1ccc(N=C2SCCCN2C(=O)c2c(CC)noc2C)cc1	4%	/	/	/	/	/	-34%	/	-4%	-3%	0.0%	2.5%
O=C(Nc1cccc(Cl)c1)O/N=C\c1ccncc1	7%	-0.93	-0.022	-0.022	-0.098	8%	20%	5%	17%	18%	-0.1%	-0.5%
CC(C)OC(=O)C1CC=CCC1C(=O)Nc1ccc(Cl)cc1 (centres undefined)	0%	-0.32	-0.2	-0.34	0.75	7%	-18%	2%	-4%	0%	-0.1%	0.0%
Cc1ccc(CSc2nc3ccccc3c(=O)n2C)cc1	13%	/	/	/	/	/	-6%	/	26%	-33%	-0.1%	1.7%
O=C(CSc1cccc[n+]1[O-])NC1CCCCCCC1	3%	-0.21	-0.29	0.4	-0.44	4%	-36%	-2%	6%	12%	-0.6%	0.6%
O=C(Nc1ccc(Cl)cc1)Nc1nnc(CSCc2ccccc2Cl)s1	14%	-1.5	-0.14	-0.98	-0.26	2%	-12%	0%	21%	6%	-0.1%	0.4%
Cc1nc(N2CCN(C)CC2)c2sc(=S)n(C)c2n1	17%	0.83	-0.078	0.82	-0.39	8%	-10%	9%	13%	-21%	-0.2%	4.3%
Cc1ccc(S(=O)(=O)NCC(=O)NCc2cc(=O)n(C)c(=O)n2C)cc1	22%	/	/	/	/	/	2%	/	23%	-18%	0.2%	-5.3%
Cc1c(C(=O)c2ccccc2)c(=O)n(C)c(=O)n1C	25%	-0.81	-0.29	-0.38	0.39	9%	-13%	2%	16%	7%	-1.2%	-0.8%
Cc1ccc2nc(SCC(=O)NCc3cccs3)c(C#N)cc2c1	39%	0.79	-0.19	0.75	-0.25	3%	-1%	-12%	11%	-13%	-0.1%	3.4%
Cc1nnc(NC(=O)c2oc3cc(C)c(C)cc3c2C)s1	1%	2.4	0.011	1.8	-1.5	-3%	-41%	-9%	-43%	5%	-0.1%	-12%
COc1cc(C)ccc1OCc1cc(C(=O)N(Cc2c(C)nn(C)c2C)C2CC2)no1	2%	/	/	/	/	/	-19%	/	8%	33%	-0.1%	1.4%
C[C@H](NC(=O)[C@@H]1Cc2ccccc2CN1)C(=O)NC[C@H]1CC[C@H](C(=O)O)CC1	4%	/	/	/	/	/	-4%	/	1%	23%	-0.1%	2.1%
COc1cccc(CN2CCCC(N3CCc4ccccc4C3)C2)c1O (centres undefined)	0%	/	/	/	/	/	32%	/	-7%	9%	-0.3%	-0.3%
CCOC(=O)N1CCN(C(=O)CSc2nc3c([nH]c4ccccc43)c(=O)n2CC)CC1	0%	/	/	/	/	/	-17%	/	2%	6%	-0.1%	13%
CN(CCOc1ccccc1)Cc1nc2cc(Cl)ccc2c(=O)[nH]1	-4%	-0.39	-0.15	-0.4	0.022	18%	-3%	5%	12%	-5%	1.4%	-4.6%
COc1ccccc1C(=O)N/C(=C\c1cn(S(=O)(=O)N(C)C)c2ccccc12)C(=O)N1CCCCC1	12%	/	/	/	/	/	-7%	/	13%	64%	0.2%	0.3%
CCN(CC(=O)NC(=O)NCc1ccco1)Cc1nc2ccccc2c(=O)[nH]1	4%	0.21	-0.17	0.19	-0.5	7%	-2%	7%	4%	23%	-0.1%	-1.1%
CC(C)OCCCNC(=O)c1ccccc1NC(=O)C1=CSCCO1	-6%	/	/	/	/	/	-30%	/	-5%	0%	0.3%	5.4%
CC(C)CNC(=O)COc1ccccc1[N+](=O)[O-]	2%	0.6	0.0056	0.38	-0.95	-1%	-20%	5%	-3%	-10%	-0.2%	-0.6%
Cn1cccc1Cc1nnc(SCC(=O)NCC2CCCO2)n1C (centres undefined)	26%	1.2	-0.24	0.76	-0.78	5%	-5%	5%	-2%	-15%	-0.4%	6.3%
CCc1ccc(Nc2nnc(SCC(=O)NCCN3C(=O)CSC3=O)s2)cc1	8%	0.62	-0.26	0.44	-0.028	2%	-6%	27%	19%	22%	-0.3%	-0.8%
CC(NC(=O)/C=C/c1ccccc1)c1ccccc1 (centres undefined)	-7%	-0.9	-0.26	-0.14	0.42	/	-23%	/	-2%	11%[20 µM]	-0.3%	-4.3%
COc1ccc(NC(=S)N2CCN(S(=O)(=O)c3ccc(C)cc3)CC2)cc1	-12%	/	/	/	/	/	-18%	/	6%	1%	0.3%	2.3%
CCOc1cc(C(=S)N2CCOCC2)ccc1OC(=O)/C=C/c1ccc(OC)c(OC)c1	-3%	1.1	-0.12	0.071	-0.47	4%	-17%	-2%	7%	/	-0.4%	2.8%
CCOC(=O)C(C)CC(C)C(=O)N1CCOCCOCCN(C(=O)C(C)CC(C)C(=O)OCC)CCOCC1 (centres undefined)	10%	-0.11	-0.078	-0.5	0.015	5%	10%	-14%	5%	-15%	0.9%	1.8%

Not all compounds are listed (hit frequency here may not be typical).
